Bioassay records (PubChem)
MT stabilizer: microtubule stabilizers in HeLa cells; HeLa tubulin immunostaining HCS, 24 h; share of cells brighter than vehicle mean+2SD; % tubulin-high responders, % at 10 µM; 200,000 compounds, 0.83% hits; AID 2205;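 active = plate Z-score above 3 for both tubulin-high and condensed-nucleus cell shares, with cell loss under 80%, at 10 µM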;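 note: anti alpha tubulin signal scored within the nucleus-defined area of each cell; some results filed as inactive read as strong as hits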
Ins promoter up: MIN6 insulin promoter up-regulation | MIN6 insulin promoter-GFP reporter, high-content imaging; stronger effect = higher value | z-score at 5 µM | 190,000 compounds, 0.3% hits | AID 1625;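 active = z-score above 3 at 5 µM with at least 500 cells counted in the well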
Autophagy HCS: alters autophagy in cells | MEF GFP-LC3 puncta imaging; test concentration mostly 10 µM | calls only at 10 µM (by protocol) | 190,000 compounds, 0.98% hits | AID 463193;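 active = percentage of spot-positive cells more than 3 SD above its plate mean, without a fluorescence outlier flag or 80% toxicity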;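 note: spot-positive cell cutoff set from DMSO-treated cells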
P. falciparum M1AAP: P. falciparum M1AAP inhibitors, biochemical, fluorogenic H-Leu-NHMec substrate, 1536-well (AID 1445). 220,000 compounds, 0.42% hits. inhibition, % at 30 µM; hits with a dose series show IC50 in µM. recombinant M1AAP, H-Leu-NHMec fluorogenic kinetic assay; higher % means a stronger effect;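 active = primary inhibition above the hit cutoff, then over 50% inhibition at one or more dose response concentrations, cut at about 23% in these data, passing the limit was not always enough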;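 note: plate controls were DMSO full reaction for no effect and no enzyme background for full effect; strong numbers were not always called active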
M17LAP inhibition: P. falciparum M17LAP inhibitors, primary screen, biochemical, fluorogenic H-Leu-NHMec substrate, 1536-well (AID 1619); recombinant M17LAP, H-Leu-NHMec fluorogenic kinetic assay; higher % means a stronger effect; inhibition, % at 30 µM; hits with a dose series show IC50 in µM; 220,000 compounds, 0.38% hits;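 active = compound inhibiting the enzyme by more than half at any dose during confirmatory dose-response retesting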;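 note: plate controls were full reaction with DMSO carrier for no effect and no enzyme background for full effect; strong numbers were not always called active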
Dynein transport: blocks dynein driven cargo transport along microtubules | 3617.4 mouse cells, GR-EGFP nuclear translocation imaging; test concentration mostly 20 µM; stimulated with dexamethasone, 1 µM; stronger effect = lower value | z-score, hits read low | 220,000 compounds, 0.47% hits;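 active = plate z-score of nuclear minus cytoplasmic receptor signal below a set negative limit, without overly bright fluorescence or cell loss, cut at about -3.5 in these data, passing the limit was not always enough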;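 note: z-score of nuclear minus cytoplasmic ring GR-EGFP intensity difference per well; some compounds called inactive have numbers as strong as hits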
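Buffer or medium – tet-free medium with charcoal-stripped serum · Signal – automated 10x imaging of fixed Hoechst-stained cells · Also added – dexamethasone agonist, 1.0 µM final, for 30 min · Incubation – induction 48 h, compound 1 h, agonist 30 min · Read-out – GR-EGFP nuclear translocation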
K1F lysis inhibition: inhibition of K1F phage lysis, E. coli UTI89, bacterial capsule biogenesis inhibitors, alamar blue (AID 488966) | E. coli UTI89 K1F phage lysis, alamar blue, 2 h; higher % means a stronger effect | inhibition, % at 100 µM; hits with a dose series show IC50 in µM | 340,000 compounds, 0.02% hits;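 active = phage lysis inhibition, versus mean bacterial control, above a set limit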;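 note: capsule biogenesis inhibitors block K1F phage lysis so surviving cells raise fluorescence; higher fluorescence means more inhibition of phage lysis; actives were called in the ten point dose series up to 300 µM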
b-catenin transl: modulators of beta-catenin nuclear translocation; HeLa beta-catenin nuclear translocation, immunofluorescence imaging; nuclear translocation activity, % at 5 µM; AID 1665; 190,000 compounds, 0.3% hits;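 active = nuclear translocation activity above 50% at 5 µM, with a well cell count of 50 or more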;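 note: per-cell ratio of nuclear to cytoplasmic median beta-catenin stain intensity; plate controls were DMSO negative control for no effect and GSK-3 inhibitor IX positive control for full effect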
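Signal – beta-catenin immunofluorescence imaging with DAPI · Test system – human HeLa cell line · Dosing – 5 µM primary single dose, 0.1% DMSO, 0.02–20 µM confirmation series · Measure – % activation, nuclear-to-cytoplasmic median beta-catenin signal ratio per cell · Incubation – 24 h compound exposure at 37°C, 5% CO2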
ER stress rescue: rescue of cells from ER stress-induced death, primary screen, 384-well, CSM14.1, thapsigargin, ATP luminescence (AID 1222); CSM14.1 thapsigargin-induced death rescue, ATP luminescence; higher % means a stronger effect; cellular ATP content (survival), % at 20 µM; hits with a dose series show EC50 in µM; 190,000 tested, under 10 active;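 active = EC50 below 50 µM in the dose-response confirmation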;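 note: death triggered by thapsigargin at about 15 µM added after 2 h compound pretreatment; cell ATP read after overnight thapsigargin exposure of roughly 18 to 22 hours; normalized against plate controls of thapsigargin alone and 5% DMSO vehicle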
Dynein transport cytoplasmic EGFP: further read-out of Dynein transport, marked with its call; z-score; measured here: cytoplasmic GR-EGFP intensity; stronger effect = higher value
Dynein transport nuclear GR-EGFP: second read-out of Dynein transport, no call of its own (marks repeat the call); z-score; measured here: nuclear GR-EGFP intensity;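 lower value marks the stronger effect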
Dynein transport cell count: further read-out of Dynein transport, marked with its call; z-score; measured here: cell count per field
Ins promoter up cell count: further read-out of Ins promoter up, marked with its call; cell count; measured here: cytotoxicity, nuclei count;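 total cells summed across four imaged fields per well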
b-catenin transl cell count 5 µM: also measured in b-catenin transl; calls as there; cell count; measured here: cell count, cytotoxicity flag
MT stabilizer Hoechst-high %: further read-out of MT stabilizer, marked with its call; % Hoechst-high responders; measured here: nuclear condensation Hoechst responders;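 share of cells brighter than vehicle mean plus two SD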
MT stabilizer cytotoxicity %: second read-out of MT stabilizer, no call of its own (marks repeat the call); toxicity, %; measured here: cytotoxicity by cell density;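 0% = mean cell density of plate MIN control wells and 100% = no cells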
Autophagy HCS cell loss 18 h: second read-out of Autophagy HCS, no call of its own (marks repeat the call); toxicity, %; measured here: cell loss, nuclei count;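 cell loss after 18 h compound exposure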
* = called active by the depositor; i = inactive; . = not tested or not shown; [ ] = remark or other dose.

SMILES	MT stabilizer	MT stabilizer Hoechst-high %	MT stabilizer cytotoxicity %	Ins promoter up	Ins promoter up cell count	Autophagy HCS	Autophagy HCS cell loss 18 h	P. falciparum M1AAP	M17LAP inhibition	Dynein transport	Dynein transport cytoplasmic EGFP	Dynein transport nuclear GR-EGFP	Dynein transport cell count	K1F lysis inhibition	b-catenin transl	b-catenin transl cell count 5 µM	ER stress rescue
CCOC(=O)c1sc(C)c(C(=O)NCC(C)(C)CN(C)C)c1N	2.6	1.9	0.5	0.15	1657	i	-3.0	9.1%	-7.1%	-1.3	-0.167	-1.27	1.22	1.8%[50 µM]	0.1	1392	-0.7%
CCOc1ccc(C2CC(c3cccc(OC)c3OC)n3nnnc3N2)cc1Cl (stereo unspecified)	3.3	3.6	10.4	-0.38	1301	i	-12.6	0.8%	-0.9%	-0.896	-0.207	-0.184	0.884	-0.4%	.	.	-1.2%
CC(=O)Nc1cccc(/C(C)=N/NC(=O)c2ccccc2Cl)c1	1.4	2.6	6.5	.	.	i	-2.2	-0.6%	18.2%	-0.307	-0.214	-0.472	0.0659	3.0%	.	.	1.9%
C/C(=N\NC(=O)CN(c1ccccc1Br)S(C)(=O)=O)c1cccs1	2.2	1.9	8.2	.	.	i	-4.7	1.4%	4.0%	0.118	-0.138	-0.0469	0.22	1.0%	0.5	1460	0.4%
O=C(c1cccs1)N1CCN(S(=O)(=O)N2CCCCC2)CC1	4.2	2.2	2.6	-0.01	1274	i	-2.5	3.0%	9.0%	0.0112	-0.262	-0.131	0.321	0.3%	1.5	914	-3.4%
S=C(NCC1CCCO1)Nc1cccc2ccccc12 (stereo unspecified)	1.2	1.0	3.6	0	1370	i	5.2	-2.7%	1.3%	-0.455	-0.362	-0.26	0.893	0.7%	1.8	1058	0.7%
CC12CCC(C/C1=N/OC(=O)c1cccc([N+](=O)[O-])c1)C2(C)C (stereo unspecified)	1.5	1.7	4.9	1.21	1149	i	-5.5	7.4%	4.7%	-0.447	-0.347	-0.14	0.654	-0.8%	-0.6	1060	-3.3%
NC(=O)C1CCN(Cc2nc3cc(Cl)ccc3c(=O)[nH]2)CC1	2.5	1.2	4.2	.	.	i	41.6	4.4%	7.4%	0.966	-0.0544	1.46	-1.08	-0.1%	-0.3	1226	-1.3%
COc1ccc2[nH]c(=O)c(CN(C(=O)NC3CCCCC3)C3CCCCC3)cc2c1	5.0	2.0	8.8	.	.	i	13.8	0.5%	-1.4%	-0.0139	-0.186	0.557	0.779	0.3%	0.1	1003	-2.2%
CCC(=O)Nc1nnc(SCc2ccccc2F)s1	1.7	1.4	1.5	-0.8	1219	i	6.5	-0.2%	-3.9%	-0.66	-0.19	-0.287	0.282	-0.1%	2.5	1087	-1.2%
COc1ccc(-c2nnc(SCC(=O)NCc3cccs3)n2CC(C)C)cc1	3.0	1.7	6.4	.	.	i	-5.0	3.7%	1.4%	1.35	-0.182	0.542	0.264	0.2%	-13.7	1211	-5.0%
COC(=O)COc1cccc(NC(=O)c2ccc(Cl)cc2)c1	9.5	4.6	36.6	0.14	1445	i	9.5	2.9%	2.3%	-1.03	-0.305	0.00631	1.29	7.3%	0.9	1539	1.4%
CC1CCc2c(sc(N)c2C(N)=O)C1 (stereo unspecified)	3.8	1.2	10.6	-0.32	1860	i	1.8	3.3%	3.3%	-0.0921	-0.184	0.245	2.2	1.5%	-0.1	1059	-1.8%
COC(=O)CCC(=O)N1CN2CN(C(=O)CCC(=O)OC)CC([N+](=O)[O-])(C2)C1	.	.	.	0.27	994	.	.	9.1%	-4.7%	0.932	-0.214	0.327	-0.481	0.0%	0.2	1334	.
CCC(=O)c1ccc(N2CCN(C(=O)COc3ccccc3F)CC2)c(F)c1	1.9	2.0	4.3	.	.	i	-3.4	0.3%	-13.6%	-0.373	-0.184	-0.295	-0.117	0.4%	1.2	1537	2.2%
CCn1nc(C(=O)OCC(=O)c2cc(C)n(Cc3cccs3)c2C)c2ccccc2c1=O	3.6	2.1	8.5	-0.58	1282	i	-7.3	-7.3%	-8.5%	1.11	-0.193	1.15	1.74	0.4%	.	.	-4.3%
O=C(Nc1ccc(Cc2ccncc2)cc1)c1cc(F)c(F)cc1Cl	6.2	2.5	6.2	-0.51	1498	i	2.9	-3.0%	14.6%	-0.157	-0.0901	0.104	-0.064	0.4%	-2.0	1114	7.2%
CC12CCC(C(=O)Nc3ccc(SC(F)F)cc3)(CC1=O)C2(C)C (stereo unspecified)	2.3	1.9	10.0	-0.09	1576	i	9.0	-3.6%	19.7%	1.84	-0.221	1.12	-0.224	-0.2%	0.5	1343	-0.7%
CCOc1ccc(-n2c(SCC(=O)Nc3cc(OC)c([N+](=O)[O-])cc3C)nc3ccccc32)cc1	1.2	3.6	4.7	-0.62	1103	i	-6.7	3.4%	18.3%	-0.913	-0.233	-0.735	1.13	-0.1%	.	.	10.5%
CC(C)c1ccc(/C=C/C(=O)n2nnc3ccccc32)cc1	2.6	1.8	4.8	0.14	1155	i	4.6	3.4%	53.0%	-4.53*	0.304*	-1.87*	0.436*	-0.6%	-1.0	1175	-0.6%
CC(=O)c1c(C)[nH]c(C(=O)OCC(=O)NCC(C)C)c1C	7.6	1.5	6.9	.	.	i	8.8	0.5%	2.9%	-0.482	-0.276	-0.347	0.861	0.4%	-1.8	1107	-2.9%
Cc1ccc2nc(SCC(=O)Nc3cc(C)on3)[nH]c2c1	4.1	1.3	10.7	0.21	1950	i	8.7	8.5%	-6.6%	0.825	-0.204	0.237	0.143	-1.1%	-0.1	1098	-1.8%
O=C(/C=C/Nc1ccc(F)cc1)c1ccc(Br)cc1	2.7	1.3	1.4	0.56	1615	i	-20.3	2.0%	-5.2%	-0.204	-0.0607	0.112	0.826	0.0%	-2.5	974	-3.5%
O=C(CN1C(=O)C2C3C=CC(C3)C2C1=O)NCCN1CCCc2ccccc21 (stereo unspecified)	2.0	2.7	9.1	0.5	944	i	9.0	-2.4%	-4.3%	-0.681	-0.223	-0.175	0.382	2.7%	.	.	-1.2%
CC(C)CC(=O)N1CCC(O)(CS(=O)(=O)Cc2ccccc2Cl)CC1	1.6	2.0	9.5	0.2	1715	i	3.8	-6.2%	3.0%	0.0837	-0.224	-0.509	0.265	0.4%	-0.1	1055	-2.0%
OC(CN1CCCCC1)CN1CCCCC1	4.7	1.4	4.2	0.47	1608	i	4.8	-1.4%	-9.4%	-1.04	-0.28	-1.29	1.49	0.1%	0.6	1293	1.5%
Cc1cccc(C(C)C)c1-n1nnnc1-c1ccccc1	4.1	2.4	7.6	-0.41	1165	i	19.6	0.1%	-5.5%	-0.49	-0.222	-0.0362	0.0865	1.0%	-4.9	1029	1.4%
COC(=O)c1ccc(S(=O)(=O)c2ccccc2)c(N)c1	2.4	1.4	6.3	.	.	i	2.8	13.6%	-26.7%	-0.587	-0.231	-0.416	0.951	-0.7%	-4.8	1142	-2.2%
O=c1[nH]c(NCCO)nc2ncn(Cc3ccccc3)c12	1.4	1.2	1.2	0.98	761	i	0.2	1.6%	2.3%	2.56	1.08	1.2	-0.573	0.2%	3.5	1087	-3.0%
CC1CC(N(C(=O)c2ccco2)c2ccccc2)c2ccccc2N1 (stereo unspecified)	5.3	2.8	1.0	-0.28	1321	i	5.2	11.0%	-6.5%	-0.73	-0.23	-0.0721	1.04	7.2%	2.9	947	-1.1%
Cc1ccc(-c2cc(C(F)(F)F)n3ncc(C(=O)N4CCCc5ccccc54)c3n2)cc1	4.3	1.8	6.7	0.01	1249	i	-5.7	-0.2%	-14.8%	-1.14	-0.219	-0.313	-0.0319	2.8%	-1.5	1274	3.3%
CC(=O)Nc1cccn(Cc2c(Cl)cccc2Cl)c1=O	2.4	2.5	7.9	0.51	1253	i	-4.2	4.9%	-3.4%	-0.54	-0.272	-0.0712	0.436	-0.4%	1.1	1046	-0.3%
CCOC(=O)Nc1ccc2c(c1)N(C(=O)CCN1CCN(CCO)CC1)c1ccccc1CC2	1.7	1.5	5.0	-0.2	871	i	27.2	6.9%	11.8%	0.209	0.517	0.704	-0.34	0.0%	-1.3	1132	-1.9%
O=C(c1ccco1)N1CCN(c2c([N+](=O)[O-])nn(-c3ccc(Cl)cc3)[n+]2[O-])CC1	2.6	1.9	3.1	0.03	1248	i	-27.8	6.4%	6.0%	1.08	-0.264	0.591	-0.596	0.2%	0.1	1036	-0.8%
NNC(=O)C1=NOC2COC3(CCN(c4ncccn4)CC3)OCC12 (stereo unspecified)	2.8	2.2	1.0	0.4	1314	i	15.8	2.2%	21.3%	1.24	-0.125	0.792	-0.502	.	0.3	1013	1.3%
COCCNC(=O)C1CC2Cn3c(nc4cc(Cl)c(Cl)cc43)C2N1C (stereo unspecified)	.	.	.	0.67	750	.	.	11.4%	11.6%	1.31	-0.67	0.772	-1.25	-0.9%	-1.6	1312	.
O=C(COc1ccc2ccccc2c1)NNC(=O)[C@@H]1CCCC[C@@H]1C(=O)O	1.7	1.6	9.2	-0.27	1459	i	-6.6	2.8%	42.8%	-0.271	-0.225	0.3	1.16	-1.2%[50 µM]	-0.1	1330	-1.6%
